NPSR antag: antagonists of human neuropeptide S receptor cAMP signaling. Q6W5P4. CHO-NPSR cells, cAMP TR-FRET, antagonist mode. Potency, µM (top dose mostly 38.3 µM), for inactives: at the highest dose activity change, negative = inhibition, hits mostly inhibitors. actives 1% (n = 220,000). AID 1461; further: on the % scale 0 is the no-effect control and ±100 the full control effect; nearly all actives have a fitted effect of over 50% in size; many of its hits are not listed in these tables
Target sequence (Q6W5P4 whole entry, looked up): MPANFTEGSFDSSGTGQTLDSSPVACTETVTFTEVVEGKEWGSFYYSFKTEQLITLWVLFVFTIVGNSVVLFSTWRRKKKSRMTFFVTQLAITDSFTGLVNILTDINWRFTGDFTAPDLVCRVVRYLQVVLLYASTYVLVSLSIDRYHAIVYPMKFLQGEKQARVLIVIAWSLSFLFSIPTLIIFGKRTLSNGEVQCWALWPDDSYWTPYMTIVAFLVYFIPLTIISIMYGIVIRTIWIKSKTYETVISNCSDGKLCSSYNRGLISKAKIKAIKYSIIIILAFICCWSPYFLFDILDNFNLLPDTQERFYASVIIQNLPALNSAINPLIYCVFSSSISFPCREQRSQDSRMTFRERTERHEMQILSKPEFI
IMPase Li cell: IMPase inhibition in cells with lithium potentiation | CHO-M1 cells, IP1 TR-FRET (IP-One), carbachol + lithium | Potency, µM (series often up to 59.4 µM), inactives show top-dose activity, negative = IMPase inhibition, actives largely listed as inhibitors | actives 0.35% (n = 210,000) | AID 1457;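 further: IP1 builds up when IMPase is blocked and the TR-FRET signal falls; plate controls were basal vehicle for no effect and high inhibitor control for full effect; nearly all actives have a fitted effect of over 50% in size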
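Lithium-sensitised IP1 accumulation assay; M1-expressing CHO cells treated 30 min at 37C with compound. Competitive antibody detection by time-resolved FRET followed a 10 min room-temperature lysis step.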
Epigenetic reg: derepresses silenced GFP reporter in murine cells | murine LDR cells, GFP reporter derepression, 30 h | Potency, µM (highest dose often 53.9 µM), for inactives: at the highest dose GFP activation, actives largely listed as activators | actives 0.2% (n = 280,000) | AID 1865; further: % of control where 0% means no effect; nearly all actives have a fitted effect of over 60% in size
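Reporter derepression read as number of fluorescent GFP-positive objects, 20-120 um in size, counted by laser-scanning cytometer. Mouse LDR line with an epigenetically silenced CMV-GFP locus; compound incubation 30 h, 37 C.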
KDM4E inh: blocks human JMJD2E demethylase activity; actives 1.6% (n = 230,000); JMJD2E catalytic domain, FDH-coupled NADH fluorescence (FDH is formaldehyde dehydrogenase); AID 2147; B2RXH2; Potency, µM (series often up to 57.1 µM), for inactives: top-dose activity change, negative = inhibition, hits mostly inhibitors; active means well fitted inhibition curve with a large enough effect, not every such curve was filed as active; inconclusive means small, poorly fitted or top-dose-only effect, or another doubt; inactive means no such curve, though single readings can be large or run the other way;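 further: 0% = wells with enzyme and -100% = buffer wells without enzyme; nearly all actives have a fitted effect of over 50% in size; many of its hits are not listed in these tables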
Target sequence (B2RXH2 1-337 limits assumed): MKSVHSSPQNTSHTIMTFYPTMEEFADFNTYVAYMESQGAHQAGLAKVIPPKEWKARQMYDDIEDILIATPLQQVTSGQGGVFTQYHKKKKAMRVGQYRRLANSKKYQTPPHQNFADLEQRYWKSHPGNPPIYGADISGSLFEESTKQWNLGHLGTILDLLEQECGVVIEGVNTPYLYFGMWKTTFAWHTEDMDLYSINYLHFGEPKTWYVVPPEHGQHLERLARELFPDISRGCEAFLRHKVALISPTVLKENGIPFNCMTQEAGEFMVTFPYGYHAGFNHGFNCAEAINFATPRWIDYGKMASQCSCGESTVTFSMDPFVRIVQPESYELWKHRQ
RECQ1 inh: RECQ1 (human) helicase inhibition; RECQ1 DNA unwinding, red fluorescence kinetic read; Potency, µM (top dose mostly 57.3 µM), for the others: at the highest dose activity, negative = inhibition, most hits filed as inhibitors; actives 0.54% (n = 240,000);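 further: plate controls were vehicle for no effect and no enzyme for full effect; nearly all actives have a fitted effect of over 30% in size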
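RECQ1T1 50 nM; forked duplex (20 bp + 30-nt ss tails) 200 nM, ATP 2 mM final; pH 8.0, 2 mM MgCl2, 2.5 ug/ml poly(dI-dC); 15 min compound preincubation; discontinuous kinetic read over 2 h at RT.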
Luc counter: blocks Kinase-Glo luciferase, a counter-screen artifact. Q27757. Potency, µM (doses to about 38.3 µM), for the others: at the highest dose activity change, negative = inhibition, most hits filed as inhibitors. actives 0.28% (n = 200,000). Kinase-Glo luciferase, ATP luminescence, 8 min. AID 1379; further: on the % scale 0 is the no-effect control and ±100 the full control effect; nearly all actives have a fitted effect of over 60% in size
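Compounds were added to a substrate mix at pH 7.2 (50 mM imidazole, 10 uM ATP, within the enzyme's linear range), followed by Kinase-Glo detection reagent; luminescence was measured after 8 minutes at ambient temperature.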
SMN2 splice up: enhancers of SMN2 splice variant expression. HEK293 SMN2-luciferase splicing reporter, luminescence, 30-36 h. Potency, µM (top dose mostly 46.1 µM), inactives show at the top dose activity change, positive = activation, usual class: activators. actives 2.8% (n = 210,000). AID 1458; further: % of control where 0% means no effect; nearly all actives have a fitted effect of over 55% in size
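qHTS luciferase splicing reporter: luminescence rises when SMN2 exon 7 is included in transfected HEK293 cells. Compound exposure lasted 30-36 h at 37C, with 4.5 mM final sodium butyrate as control, followed by a ONE-Glo read.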
RGS12 GoLoco inh: inhibitors of human Gai1-RGS12 GoLoco interaction (red fluorophore) | P63096 | Gai1:RGS12 GoLoco peptide FP, rhodamine, 10 min | Potency, µM (top dose mostly 61.6 µM), inactives show at the highest dose activity, negative = inhibition, usual class: inhibitors | actives 0.44% (n = 230,000) | AID 880; active means well fitted inhibition curve with a large enough effect, not every such curve was filed as active; inactive means no such curve, though single readings can be large or run the other way; further: on the % scale 0 is the no-effect control and ±100 the full control effect; nearly all actives have a fitted effect of over 30% in size; many of its hits are not listed in these tables
Target sequence (P63096 whole entry, looked up): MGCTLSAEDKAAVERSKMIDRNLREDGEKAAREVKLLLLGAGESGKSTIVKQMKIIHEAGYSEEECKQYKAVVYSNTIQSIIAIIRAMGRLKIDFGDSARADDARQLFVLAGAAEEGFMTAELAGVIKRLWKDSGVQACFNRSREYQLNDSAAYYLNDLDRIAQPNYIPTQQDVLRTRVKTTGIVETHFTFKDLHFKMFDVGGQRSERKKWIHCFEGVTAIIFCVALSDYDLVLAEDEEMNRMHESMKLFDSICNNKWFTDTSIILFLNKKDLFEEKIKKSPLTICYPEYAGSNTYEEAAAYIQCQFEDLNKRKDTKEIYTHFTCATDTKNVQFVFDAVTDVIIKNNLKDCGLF
* = called active by the depositor; i = inactive; ? = inconclusive; / = not tested or not shown; & = joins results of further samples; [ ] = another dose, or the depositor's remark. Unless noted, the call rests on the fitted dose curve; in most records, active means well fitted curve in the direction sought with a large enough effect; inconclusive means small, poorly fitted or top-dose-only effect, or another doubt; inactive means no such curve, though single readings can be large; an effect the other way counts as inactive or inconclusive. Potency means the concentration at half of the fitted maximal effect.

SMILES	NPSR antag	IMPase Li cell	Epigenetic reg	KDM4E inh	RECQ1 inh	Luc counter	SMN2 splice up	RGS12 GoLoco inh
CCn1c(SCC(=O)Nc2cc(C)on2)nnc1-c1c[nH]c2ccccc12	7%	13%	1.1%	11%	i	/	/	3%
Cc1csc(Sc2ccc([N+](=O)[O-])cc2C(=O)OCC(=O)NC2CCCC(C)C2C)n1 (stereo not given)	?	4%[38.3 µM]	5.9%	1%	-15%	1%	-1%	-6%
Cc1ccccc1NC(=O)Nc1cccs1	-12%[46.1 µM]	13%[38.3 µM]	-1.1%&0.0%	-1%	-26%	-2%	0%&-2%	18%
COc1ccc(-c2nsc(SCC(=O)Nc3ccc4c(c3)OCO4)n2)cc1	6%	?	-1.5%	-4%	-8%	-1%	9%	-9%
C=CCn1c(SCCCCCC)nc(O)cc1=O	-4%[46.1 µM]	24%[38.3 µM]	0.0%	3%	-19%	-1%	-6%	37%[activator]
CCCCN(C)C(=O)c1coc(=O)c2ccccc12	3%[46.1 µM]	-17%[38.3 µM]	-2.3%	1%	-7%	-1%	15%	2%
CC(C)Cn1c(-c2ccco2)n[nH]c1=S	-5%[46.1 µM]	-18%[38.3 µM]	-4.6%	?	-6%	2%	0%	6%
O=S1(=O)CCN2C=C(Br)C=C(Br)C2=N1	-3%[46.1 µM]	-18%[38.3 µM]	0.0%	?	-3%	0%	-7%	-1%
O=C1C2ON(c3ccccc3)C(c3ccncc3)C2C(=O)N1c1ccc(Br)cc1 (stereo not given)	1%[46.1 µM]	/	-4.2%	6%	i	/	/	/
O=C(CN1CCCCCC1)N1c2ccccc2Sc2ccccc21	4%	14%	-1.1%	-11%	-3%	-5%	/	19%
COc1cc2c(cc1OC)C(c1ccncc1)CC(=O)N2 (stereo not given)	17%[46.1 µM]	2%[38.3 µM]	0.2%	-6%	-13%	-1%	7%	-24%
FC(F)(F)c1nc2cc3nc4ccccc4[nH]c3cc2n1	13µM*	/	-1.2%	-18%	3%	/	/	16µM*
O=S(=O)(/C=C/c1ccccc1)N1CCN(c2ccc(F)cc2)CC1	-16%[46.1 µM]	-6%[38.3 µM]	0.1%	1%	-7%	3%	-17%	3%
Cc1cccc(NC(=O)c2ccc(N3CCOCC3)c([N+](=O)[O-])c2)n1	6%	5%	3.3%	4%	i	-5%	?	8%
O=C1N=C(N2CCOCC2)S/C1=C/c1ccc(-c2ccc(F)cc2)o1	17%	11%	1.1%	-3%	-7%	1%	/	9%
CCOc1ccc(C(c2c(C)[nH][nH]c2=O)c2c(C)[nH][nH]c2=O)cc1OCC	14%	-2%	2.1%	-13%	1%	3%	0%	6%
Cc1noc(NC(=O)c2ccccc2C(F)(F)F)c1C#N	-2%	-7%	-0.9%[10.1 µM]	-11%	i	-4%	-7%	9%
Cc1ccc(NC(/C=C/N(C)C)=C/C(=O)C(F)(F)F)c(C)c1	-35%	7%	2.3%	-7%	i	2%	-23%	9%
Cc1cc(C)c2nc(-c3ccco3)cc(C(=O)O)c2c1	34%	-8%	0.1%	?	-9%	-2%	/	-1%
CCCCOP(=O)(OCCCC)C(O)c1ccc(F)cc1 (stereo not given)	4%	/	0.0%	-2%	-6%	/	/	0%
CC(C)CNC(=O)C1CC(=O)OC12CCCCC2 (stereo not given)	4%[46.1 µM]	1%	0.9%	-1%	0%	1%	5%	2%
Cc1ccc(-c2cc(C(F)F)n3ncc(C(=O)NCc4ccco4)c3n2)cc1	-15%[46.1 µM]	13%[38.3 µM]	-10%	?	2%	-2%	?	-6%
COc1ccc(CCN2C(=O)CC(N3CCN(S(=O)(=O)c4ccccc4)CC3)C2=O)cc1 (stereo not given)	2%[46.1 µM]	19%[38.3 µM]	0.0%	9%	-2%	4%	-9%	10%
CCOC(=O)C1=C(C)N=C2SC(C(=O)OC)=CC(=O)N2C1c1cc(OC)c(OC)c(OC)c1 (stereo not given)	15%	-8%	-1.0%	-1%	-4%	-1%	-2%	7%
Cc1cc(/C=N/n2cnnc2)c(C)n1-c1ccc2c(c1)OCO2	?	-17%[38.3 µM]	-1.0%	-6%	-4%	-6%	-10%	-1%

Printed as active in NPSR antag (from the list above):
| Compound | NPSR antag | Epigenetic reg | KDM4E inh | RECQ1 inh | SMN2 splice up | RGS12 GoLoco inh |
| --- | --- | --- | --- | --- | --- | --- |
| FC(F)(F)c1nc2cc3nc4ccccc4[nH]c3cc2n1 | 13µM* | -1.2% | -18% | 3% | / | 16µM* |

(continued)
SMILES	NPSR antag	IMPase Li cell	Epigenetic reg	KDM4E inh	RECQ1 inh	Luc counter	SMN2 splice up	RGS12 GoLoco inh
COC(=O)c1cc(NS(=O)(=O)c2ccc(OC)c(OC)c2)ccc1Cl	-1%[46.1 µM]	4%[38.3 µM]	-2.1%	-4%	i	2%	6%	1%
Cc1nc(SC(C(=O)c2ccccc2)c2ccccc2)nc2ccccc12 (stereo not given)	-25%	2%	9.0%	3%	-3%	1%	-12%	10%
CC(C)n1c(NCc2ccc(N(C)C)cc2)nc2ccccc21	-2%[46.1 µM]	12%	0.0%	-6%	-2%	-5%	-6%	0%
O=C(NCCCn1ccnc1)/C(=C\c1cccnc1)NC(=O)c1ccccc1F	-20%	2%	-0.1%	-15%	-3%	-2%	/	-2%
Cc1ccccc1CC(=O)c1ccc(O)c(C)c1O	32%	3%	-0.1%	1%	10%	/	/	0%
COc1ccc2c(c1)C(=O)[C@@H](OC(=O)NS(=O)(=O)c1ccc(C)cc1)[C@H](c1ccc(OC)c(Br)c1)O2	/	12%	-1.1%	-9%	i	-1%	7%	-2%
CSc1nnc(-c2cccn(Cc3cccc(Cl)c3)c2=O)o1	-8%	-20%	-1.0%	?	i	-1%	-25%	-7%
C=CCOc1ccc(/C=N/Nc2ccccn2)cc1OC	-10%	29%	0.0%	?	-10%	-8%	11µM*	-15%
Cc1onc(-c2ccccc2Cl)c1C(=O)Nc1ccc(-n2nncc2C(C)(C)C)cc1	-22%[46.1 µM]	-2%	1.8%	-1%	-18%	-4%	-4%	0%
CCc1cccc(C)c1NC(=S)N(CCCN1CCOCC1)Cc1cccnc1	4%	-2%	-2.4%	9%	3%	0%	-44%[inhibitor]	6%
c1cncc(-c2nc(NCCN3CCOCC3)c3ccccc3n2)c1	/	-1%	-0.1%	1%	-7%	-1%	-3%	-2%
CCCN(CCC)C(=O)C1CC(=O)OC12CCCCC2 (stereo not given)	1%	4%	0.0%	7%	i	0%	-4%	11%
O=C(CSc1ncn(-c2ccccc2)n1)Nc1nncs1	-18%	2%	-2.3%	-26%	8%	1%	1%	6%
c1ccc(Nc2nc3ccccc3n3nnnc23)cc1	-3%	6%	3.6%	?	i	/	/	6%
COC(=O)c1ccc(Cl)c(NC(=O)NC2CCCCC2)c1	-15%[46.1 µM]	22%[38.3 µM]	-1.0%	6%	4%	-2%	23%	-3%
CC(C)CC(=O)NC(=S)N(Cc1ccccc1)Cc1ccccc1	-39%	14%	1.1%	-12%	-6%	0%	22%	-4%
O=C(Nc1ccc(-c2noc(CCc3ccccc3)n2)cc1)c1ccco1	-27%[46.1 µM]	25%[38.3 µM]	-7.9%	-2%	-11%	-13%	2.8µM*	19%
CCN(CC)CCNC(=O)c1ccc(NC(=O)COc2ccccc2F)cc1	9%	15%	-4.9%	-6%	-6%	4%	-4%	10%
CC(C)CN(CC(C)C)S(=O)(=O)N1CCC(C(=O)NCc2cccs2)CC1	-19%[46.1 µM]	-3%[38.3 µM]	-0.9%	6%	-10%	-1%	-10%	-1%
O=C(Cc1ccccc1)Nc1ccc(NC(=O)c2cccs2)cc1	-1%	1%	-0.1%	?	-5%	-6%	25%	1%
Cc1nnsc1-c1onc(C)c1C(=O)O/N=C/c1ccc(Cl)cc1	-13%	/	-1.3%	1%	4%	/	/	8%
COC(=O)CCC(=O)NC(=S)Nc1cc(Cl)ccc1Cl	-3%[46.1 µM]	7%[38.3 µM]	-0.4%	2%	0%	-3%	8%	3%
CC(NC(=O)Cn1cccc1C(=O)c1ccccc1)c1ccc2c(c1)OCCO2 (stereo not given)	-4%	9%	-0.2%	-6%	i	/	/	0%
CCCCOc1ccc(N=Nc2ccc(N)nc2N)cn1	-25%	/	0.1%	-2%	-1%	/	/	1%
Cn1c(SCC(=O)c2ccccc2)nnc1-c1cccs1	8%	/	0.0%	-2%	i	/	/	6%
COc1cc(C(c2c(C)[nH][nH]c2=O)c2c(C)[nH][nH]c2=O)ccc1OC(=O)c1cccc([N+](=O)[O-])c1	-29%[46.1 µM]	5%[38.3 µM]	-1.8%	2%	-10%	3%	-8%	8%
Cc1c(C(=O)Nc2ccccc2)sc2nc3n(c(=O)c12)CCCCC3	-15%	1%	8.5%	5%	i	-1%	?	-8%
O=C(Oc1ccc(C(=S)N2CCCCC2)cc1)c1ccccc1F	2%	2%	-0.2%	3%	i	-1%	-3%	9%

Gathered by group: those above with an aryl thioether with sulfur outside any ring.
SMILES	NPSR antag	IMPase Li cell	Epigenetic reg	KDM4E inh	RECQ1 inh	Luc counter	SMN2 splice up	RGS12 GoLoco inh
CCn1c(SCC(=O)Nc2cc(C)on2)nnc1-c1c[nH]c2ccccc12	7%	13%	1.1%	11%	i	/	/	3%
Cc1csc(Sc2ccc([N+](=O)[O-])cc2C(=O)OCC(=O)NC2CCCC(C)C2C)n1 (stereo not given)	?	4%[38.3 µM]	5.9%	1%	-15%	1%	-1%	-6%
COc1ccc(-c2nsc(SCC(=O)Nc3ccc4c(c3)OCO4)n2)cc1	6%	?	-1.5%	-4%	-8%	-1%	9%	-9%
C=CCn1c(SCCCCCC)nc(O)cc1=O	-4%[46.1 µM]	24%[38.3 µM]	0.0%	3%	-19%	-1%	-6%	37%[activator]
Cc1nc(SC(C(=O)c2ccccc2)c2ccccc2)nc2ccccc12 (stereo not given)	-25%	2%	9.0%	3%	-3%	1%	-12%	10%
CSc1nnc(-c2cccn(Cc3cccc(Cl)c3)c2=O)o1	-8%	-20%	-1.0%	?	i	-1%	-25%	-7%
O=C(CSc1ncn(-c2ccccc2)n1)Nc1nncs1	-18%	2%	-2.3%	-26%	8%	1%	1%	6%
Cn1c(SCC(=O)c2ccccc2)nnc1-c1cccs1	8%	/	0.0%	-2%	i	/	/	6%

Screens (PubChem BioAssay)

Some of the compounds tested (hit frequency here may not be typical).
